Source: PubChem BioAssay (several laboratories)
Rv3671c inh: Rv3671c (M. tuberculosis) protease inhibition; P9WHR9; inhibition, % at 5.96 µM; 320,000 compounds, 0.048% hits; in the data active means inhibition above about 38%;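 further: extracellular domain of Rv3671c used as enzyme; 0% = enzyme with DMSO and 100% = no enzyme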
Target sequence (P9WHR9 whole entry, looked up, the tested form may be a part): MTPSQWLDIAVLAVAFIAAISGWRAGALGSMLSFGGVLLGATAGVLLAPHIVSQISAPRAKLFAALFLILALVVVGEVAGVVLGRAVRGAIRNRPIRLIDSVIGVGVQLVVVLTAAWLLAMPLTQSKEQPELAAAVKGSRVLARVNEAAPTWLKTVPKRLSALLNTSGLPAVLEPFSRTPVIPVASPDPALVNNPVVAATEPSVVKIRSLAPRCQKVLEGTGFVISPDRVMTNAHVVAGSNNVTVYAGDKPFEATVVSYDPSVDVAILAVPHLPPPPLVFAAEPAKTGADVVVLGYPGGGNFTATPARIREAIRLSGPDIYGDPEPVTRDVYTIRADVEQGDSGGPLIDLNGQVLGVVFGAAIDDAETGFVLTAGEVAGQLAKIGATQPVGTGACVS
Anthrax LF inh2: anthrax lethal factor protease inhibition; P15917; 360,000 compounds, 0.12% hits; AID 588501; multiplex microsphere protease cleavage assay, LF; inhibition, % at 10 µM; further: plate controls were buffer without enzyme for full effect and enzyme alone for no effect
3CLpro inhibitor: SARS-CoV 3CLpro protease inhibition. P0C6X7. recombinant SARS-CoV 3CLpro, quenched FRET peptide cleavage. inhibition, % at 6 µM. 290,000 compounds, 0.14% hits; in the data active means inhibition above about 12%
MazF activator: MazEF (E. coli) toxin RNase activation; P0AE70; FAM/BHQ RNA-DNA oligo cleavage fluorescence, 5 h; activation, % at 20 µM; 350,000 compounds, 0.32% hits; in the data active means activation above about 50%
Target sequence (P0AE70 whole entry, looked up): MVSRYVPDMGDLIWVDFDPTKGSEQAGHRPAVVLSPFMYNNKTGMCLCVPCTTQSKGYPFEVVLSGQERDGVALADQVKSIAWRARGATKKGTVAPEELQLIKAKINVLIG
CCHFV vOTU inh: blocks the CCHF virus ovarian tumor domain protease; CCHFV vOTU protease, Pep-AMC fluorescence; inhibition, % at 11.5 µM; 370,000 compounds, 0.55% hits; AID 651958; in the data active means inhibition above about 30%; further: 0% = vehicle wells with enzyme and 100% = no enzyme wells
SSB-PriA inh: blocks PriA binding to SSB C-terminal tail. 430,000 compounds, 0.6% hits. AID 1272365. inhibition, % at 33 µM. AlphaScreen SSBct-PriA binding, biotinylated peptide; in the data active means inhibition mostly above about 37%, no sharp cut-off; inactive means mostly below about 20%;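 further: plate controls were negative control peptide for no effect and reference peptide for full effect; strong numbers were not always called active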
BoNT-F LC inh: inhibitors of Botulinum neurotoxin F light chain protease. inhibition, % at 10 µM. Multiplex microsphere protease cleavage assay, flow cytometry. 360,000 compounds, 0.22% hits; in the data active means inhibition above about 35%, passing the limit was not always enough; inconclusive means no clear call, values can overlap the other calls; further: plate controls were buffer without enzyme for full effect and enzyme alone for no effect
BoNT-A LC inh2: BoNT A light chain protease inhibition; 360,000 compounds, 0.17% hits; multiplex microsphere protease substrate cleavage, flow cytometry; inhibition, % at 10 µM; further: plate controls were buffer without enzyme for full effect and enzyme alone for no effect
VHR inh abs: blocks human VHR1 dual specificity phosphatase; inhibition, % at 13.3 µM; recombinant VHR phosphatase, pNPP absorbance; 290,000 compounds, 0.52% hits; in the data active means inhibition above about 50%; further: some compounds called inactive have numbers as strong as hits
Target sequence (P51452 whole entry, looked up): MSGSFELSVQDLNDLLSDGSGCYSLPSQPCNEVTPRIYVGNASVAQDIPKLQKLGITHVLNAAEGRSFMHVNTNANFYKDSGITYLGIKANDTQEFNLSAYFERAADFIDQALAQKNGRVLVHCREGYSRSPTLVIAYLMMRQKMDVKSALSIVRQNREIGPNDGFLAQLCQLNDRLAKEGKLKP
PrPC TRFRET: reduces human prion protein on the cell surface. AID 720596. inhibition, % at 13.8 µM. 370,000 compounds, 0.43% hits. cell surface PrPC, TR-FRET read-out; in the data active means inhibition above about 24%; further: 0% = median of the test wells and 100% = reference compound wells
* marks the source's active call; other numbers are inactive results; i = inactive; ? = inconclusive; . = no result given; & = joins results of further samples. Unless noted, no stated cut-off is given here; in the data, active means inhibition above about 30%; inconclusive means no clear call, values can overlap the other calls; inactive means below that. Only part of the results is shown, so the mix of outcomes need not match the whole.

mol	Rv3671c inh	Anthrax LF inh2	3CLpro inhibitor	MazF activator	CCHFV vOTU inh	SSB-PriA inh	BoNT-F LC inh	BoNT-A LC inh2	VHR inh abs	PrPC TRFRET
COc1ccc(NC2CCCN(Cc3cccc4cnccc34)C2)cc1OC (centres undefined)	-9	.	-7	-19	-10	-1	.	.	2	-3
COC(=O)c1ccc(C(=O)NC2CCCc3c2cnn3-c2ccc(C)c(C)c2)cc1 (centres undefined)	-1	4	-1	2	1	-12	-3	-1.3	27	-2
O=C1NC(=NCc2ccccc2)NC1(c1ccccc1)c1ccccc1	.	-2	.	5	-5	3	-7	-0.5	.	-1
Nc1nc(SCC(=O)c2cccc([N+](=O)[O-])c2)n[nH]1	-10	1	3	-12	1	2	0	0.4	-2	-1
Cc1ccc(S(=O)(=O)NCc2ccc(N3CCN(C(=O)OC(C)(C)C)CC3)cc2)cc1	-8	0	0	5	-8	-10	3	-1.6	24	-6
O=S(=O)(NCc1nnc2ccccn12)c1ccc(F)cc1	.	.	.	-9	-9	-21	.	.	.	1
Cc1cnc(NC(=O)CSc2nnc(-c3ccccc3)n2Cc2ccccc2)s1	3	1	-3	-1	12	5	-4	-0.2	12	2
COc1cc(C#Cc2c(-c3cncn3C)n(C)c3ccc(-c4ccc5[nH]ccc5c4)cc23)cc(OC)c1	-5	-8	.	-5	-7	5	1	-0.4	.	27*
COc1ccc2cc(C3CC(c4ccco4)=NN3S(=O)(=O)c3ccccc3)c(Cl)nc2c1 (centres undefined)	-40	0	-1	-5	4	7&8	-1	0.4	4	1
O=C(Nc1ccc(CCC(=O)N2CCCC2)cc1)c1ncn[nH]1	4	3	0	1	3	-16	?	0.2	12	7
Cc1cc(C)c2c(CN3CCOCC3)cc(=O)oc2c1	-2	17	6	2	0	11	?	2.5	20	-6
Cc1ccc(S(=O)(=O)N2CCCCC2CCNC(=O)C(=O)Nc2ccccc2F)cc1 (centres undefined)	2	-2	.	8	1	-10	-3	-0.3	.	-3
CC1(C)OC(=O)C(=NNc2ccc(O)cc2)C(=O)O1	3	2	5	-3	13	-21	0	-1.0	15	-4
Cc1ccc(Cn2c(C3CCCN3c3nc(-c4cc(Cl)c(N)c(Cl)c4)cs3)nc3cc(C(=O)NCCCO)ccc32)cc1 (centres undefined)	3	-9	.	-10	3	9	-6	-0.9	.	7
S=C(NCc1ccco1)Nc1ccc(Cl)cc1	0	-3	4	-5	0	-3	-8	-0.5	4	2
C1CC(CN2CCOCC2)CN(Cc2nc(CC3CC3)no2)C1 (centres undefined)	8	0	2	10	1	-6	-10	-0.8	22	3
NC(=O)NN=C1C2CCCC1C(c1ccccc1)NC2c1ccccc1 (centres undefined)	6	-5	-1	-2	5	12	-4	-4.0	24	3
O=C(Nc1ccncc1)Nc1ccc(Cl)cc1Cl	.	-5	1	-5	12	-15	2	1.7	19	9
Cc1ccc(NC(=O)c2ccc(-n3cccn3)c([N+](=O)[O-])c2)cc1C	-7	-7	4	13	10	10	-3	-1.9	11	-7
Cc1[nH]c2ccccc2c1SCC(=O)N1CCOCC1	3	0	0	-1	-3	7	-6	0.0	-18	-5
COc1ccc(CN(CCN)C2CC(C)N(C)CC2C)cc1 (centres undefined)	-1	2	4	-27	9	-2	0	-3.9	-42	-1
CCOc1ccc(NC(=O)c2sc3nc(C)nc(N4CCOCC4)c3c2C)cc1	3	0	0	-7	17	-8	0	-0.2	49	-16
O=C(Nc1ncccc1O)c1ccc(C(=O)c2ccccc2)cc1	2	-2	.	0	11	-5	8	1.2	.	3
CCOc1cc(N2CCOCC2)c(OCC)cc1NC(=O)CC12CC3CC(CC(C3)C1)C2	3	0	-8	-2	8	-19	1	-1.3	2	4
O=C(Nc1cnccn1)Nc1cccc(Cl)c1Cl	-11	1	1	-68	10	2	0	0.7	-3	-4

(cont.)
mol	Rv3671c inh	Anthrax LF inh2	3CLpro inhibitor	MazF activator	CCHFV vOTU inh	SSB-PriA inh	BoNT-F LC inh	BoNT-A LC inh2	VHR inh abs	PrPC TRFRET
C#C[C@@]1(O)CCC2C3CCC4=C/C(=N/OCC(=O)NC(C(=O)NC(CC(C)C)C(=O)O)C(C)C)CC[C@]4(C)C3CC[C@@]21C (some centres undefined)	.	-8	2	3	7	.	9	2.9	10	-4
COc1ccc2nc3ccccc3nc2c1NC(=O)c1ccc(Cl)cc1	4	0	4	-93	-4	1	-4	0.7	0	-14
Cc1ccc(NC(=O)Nc2cc(-c3ccccc3)nn2C)cc1Cl	-47	-2	0	-3	-7	-13	?	-0.9	19	-8
Cc1ccccc1OCc1nnc(SCC(=O)O)n1-c1ccccc1	1	5	-5	1	0	5	?	-2.5	-32	5
c1ccc2c(-c3nc4ncccc4o3)cccc2c1	-11	-4	-4	2	-205	-10	5	1.6	21	-14
CCN(C(=O)COC(=O)c1cnccn1)c1cccc2ccccc12	4	0	.	-1	4	-5	-8	0.4	.	1
CCn1c(SCc2c(Cl)cccc2Cl)nc2nc3c(cc2c1=O)CCCC3	5	0	.	-1	1	0	2	-0.5	.	-5
O=C(O/N=C\c1ccc(N2CCOCC2)c([N+](=O)[O-])c1)c1ccc(F)cc1	6	-9	3	3	11	.	-1	-0.7	23	8
O=C(Nc1cccc(O)c1)c1ccc(C(=O)c2ccccc2)o1	-11	2	-3	8	20	16	0	0.0	15	-19
C[C@H](NC(=O)c1ccccc1)C(=O)OCC(=O)Nc1ccc(Cl)cn1	.	-10	.	3	3	.	1	0.3	.	3
CCOc1nc(NCc2ccco2)nc(Nc2ccccc2F)n1	6	-1	2	4	14	-13	1	0.9	8	8
CN(C)c1ccc(N=Nc2ccc(C(=O)O)cc2)cc1	-7	-4	10	-9	22	0	2	1.7	-36	-15
Cc1cc(C(=O)CSc2n[nH]c(N)n2)c(C)n1-c1cc(F)ccc1F	3	2	3	-1	8	6&10	-4	0.6	0	1
CCOC(=O)C1=C(Nc2ccc(Br)cc2)CC(C)(O)C(C(=O)OCC)C1c1ccccc1 (centres undefined)	-5	4	2	1	5	2	13	-0.2	24	0
COCCn1c(SCC(=O)NC2CC2)nnc1-c1ccc(Cl)cc1	3	-4	.	2	3	2	1	0.3	.	6
COc1ccc(C)cc1NC(=O)CNC(C)C(=O)Nc1cc(Cl)ccc1Cl (centres undefined)	8	-5	7	-3	-8	-5	2	-0.5	11	11
CS(=O)(=O)Oc1ccccc1/C=C1/N=C(c2ccc(F)cc2)OC1=O	-14	1	3	5	-14	-1	-4	-0.4	14	-3
CC(C)(C)c1nnc2cccc(Cl)n12	1	-4	8	-1	-10	0	-3	-1.8	14	4
COc1ccccc1/C=C/C=N/NC(=O)c1cccs1	-8	?	-3	1	11	i	-36	-4.7	26	-11
c1ccc(-c2ccccc2OCCOCCN2CCNCC2)cc1	1	-3	-1	-7	0	-20	-4	-0.3	14	-3
O=C(NCc1ccccc1)C1=C[C@H](c2ccc3c(c2)OCO3)C[C@H](OCc2ccc(CO)cc2)O1	-9	-10	.	-4	3	5	-5	-0.8	.	6
N#Cc1c2nc3ccccc3nc2n2cc(NC(=O)c3ccc(F)cc3)ccc12	.	2	-3	-16	14	26	6	6.1	-4	-19
Cn1nc([N+](=O)[O-])nc1Oc1ccccc1N	6	?	5	-5	8	-8	-12	?	0	-20
O=C(c1ccco1)N1CCN(c2cc(N3CCOCC3)c(F)cc2[N+](=O)[O-])CC1	6	-6	1	12	18	2	-4	-1.3	29	4
O=C(NC1CCCCC1)C1CC(=O)N(CCc2ccc(F)cc2)C1 (centres undefined)	-5	-1	-2	-4	4	0	0	0.9	-16	9

The final 2 entries of the section before open the next one:
mol	Rv3671c inh	Anthrax LF inh2	3CLpro inhibitor	MazF activator	CCHFV vOTU inh	SSB-PriA inh	BoNT-F LC inh	BoNT-A LC inh2	VHR inh abs	PrPC TRFRET
O=C(c1ccco1)N1CCN(c2cc(N3CCOCC3)c(F)cc2[N+](=O)[O-])CC1	6	-6	1	12	18	2	-4	-1.3	29	4
O=C(NC1CCCCC1)C1CC(=O)N(CCc2ccc(F)cc2)C1 (centres undefined)	-5	-1	-2	-4	4	0	0	0.9	-16	9
COc1ccc(NC(=O)CSc2nc3c(c(-c4cccs4)c2C#N)CN(C)CC3)cc1OC	10	-31	4	-15	-10	16	-121	0.8	25	-6
Cc1cc(C)c(C#N)c(SCC(O)CS(=O)(=O)Cc2ccccc2)n1 (centres undefined)	-7	-6	2	0	-8	-19	-8	-0.7	29	0
CCc1nc(NCC2CCCO2)c2oc3ccccc3c2n1 (centres undefined)	9	-9	-3	-6	4	-27	0	0.3	15	1
COc1ccc(OC)c(C(c2nnnn2Cc2ccccc2)N2CCN(C3CCCCC3)CC2)c1 (centres undefined)	0	2	-1	-2	10	5	-1	-0.3	-1	-10
O=C(Nc1ccc(S(=O)(=O)Nc2nccs2)cc1)c1cccc(N2C(=O)c3ccccc3C2=O)c1	-12	.	0	-20	19	-15	.	.	2	-4
CCCCC/C=C\C[C@H](O)/C=C/c1cccc(C[C@H](O)CCCCO)n1	0	3	0	-3	0	1	0	0.2	-3	5
COc1ccccc1C(=O)NCCCNC(=O)c1ccccn1	16	15	-9	16	-17	-23	-5	-2.0	33	-2
CC(=O)c1ccc(NC(=O)C(C)OC(=O)c2ccc(Br)o2)cc1 (centres undefined)	-5	-4	.	-9	0	26	-12	-5.5	.	3
CNC(=O)CSc1nnc(-c2cc(C)cc(C)c2)o1	-1	-1	-2	3	-3	-7	8	-0.3	-5	-2
O=C(/C=C/c1ccccc1)Oc1coc(CSc2ncccn2)cc1=O	4	-3	5	4	0	-8	-1	0.1	18	0
CCn1c(=O)cc(OCC(=O)NCc2ccco2)c2ccccc21	4	0	3	2	2	3	4	4.3	11	-2
Cc1cc(NC(=O)CSc2nnc(C)n2C)no1	7	4	-2	17	17	-17	-15	-0.1	-9	-4
Cc1ccc(NC(=O)N2CCN(C(=O)c3ccco3)CC2)cc1Cl	0	2	0	3	23	2	2	1.1	-2	-4
CCCC(=O)Nc1nc2nc(-c3ccccc3)cc(-c3ccccc3)n2n1	-11	0	-7	8	6	-15	-1	0.0	34	-4
Cc1nn(-c2ccccc2)c(C)c1C(=O)OCC(=O)NC(=O)NC1CCCCC1	-5	-2	1	-10	12	-2	-4	-0.1	15	15
Cc1sc2ncnc(Nc3ccccc3)c2c1C	-9	-1	-4	2	26	-21	3	0.1	1	13
CCc1cc(=O)oc2cc(C)cc(OCC(=O)NCCc3c[nH]c4ccccc34)c12	-3	-4	3	27	4	-5	7	0.0	16	8
CCOC(=O)N1CCN(CC(=O)Nc2nnc(C(F)(F)F)s2)CC1	2	6	2	-16	-12	-9	?	-3.2	2	-1
CC(=O)Nc1ccc(S(=O)(=O)N(CC(=O)O)Cc2ccccc2)cc1	-9	3	6	-1	-1	-3	-6	0.9	4	0
CCC(=O)Nc1c(C#N)c2nc3ccccc3nc2n1-c1ccc(C)cc1	.	4	.	0	-52	17	-5	1.1	.	3
CC[n+]1ccccc1/C=C1\Sc2ccc(C)cc2N1C	2	-13	3	-34	12	9	-6	3.3	16	4
CCOC(=O)Nc1ccc2c(c1)N(CCCN(C)C)c1ccccc1CC2	-6	-16	-4	21	0	9	-49	5.2	-7	-9
Cc1ccccc1N1CCN(C(=S)c2ccc(-c3cccc([N+](=O)[O-])c3)o2)CC1	7	-1	2	1	-3	4	-7	2.8	4	1
CCOCCCNC(=O)CCNS(=O)(=O)c1ccc(C)cc1	2	2	-3	0	-14	0	-5	0.3	-1	-2
CCOc1ccc(NC(=O)CSc2nc3cc(C(=O)NCC4CCCO4)ccc3c(=O)n2CC2CCCO2)cc1 (centres undefined)	.	-4	.	5	2	.	-8	-0.3	.	1
